SUMO1 PPI mod: modulators of SUMO1 protein-protein interactions, primary screen, biochemical, uHTS; hit rate 0.33% among 360,000; inhibition, % at 20 µM; AID 602429, 2012; SUMO1 binding to a labelled peptide, TR-FRET, 1 h; Small ubiquitin-related modifier 1 (Homo sapiens), P63165; in the data active means inhibition above about 37%
Rpn11 block: Rpn11 (PSMD14) deubiquitinase inhibitors, primary screen, biochemical, fluorescence polarization, uHTS | calls only at 20 µM | AID 588493, 2011 | hit rate 0.59% among 360,000 | human 26S proteasome, Ub4-pepOG fluorescence polarization; 20S core pre-blocked with epoxomicin | 26S proteasome non-ATPase regulatory subunit 14 (Homo sapiens), O00487;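 active means inhibition at 20 µM, scaled to each plate's controls, above about 33%, limit read from the data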
Target sequence (O00487 whole entry, looked up): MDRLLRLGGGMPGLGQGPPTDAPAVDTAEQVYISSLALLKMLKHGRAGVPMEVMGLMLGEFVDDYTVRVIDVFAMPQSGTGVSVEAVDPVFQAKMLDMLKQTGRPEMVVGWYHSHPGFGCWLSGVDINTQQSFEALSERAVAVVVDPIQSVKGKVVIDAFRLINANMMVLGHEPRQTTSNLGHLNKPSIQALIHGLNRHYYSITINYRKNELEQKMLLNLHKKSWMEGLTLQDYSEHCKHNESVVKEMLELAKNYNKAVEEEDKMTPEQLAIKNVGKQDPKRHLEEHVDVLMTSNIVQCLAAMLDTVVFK
CSN deneddyl inh: inhibitors of CSN-mediated cullin deneddylation, primary screen, biochemical, fluorescence polarization, uHTS | Purified CSN, SCF-Nedd8-OG deneddylation | inhibition, % at 12.5 µM | hit rate 0.38% among 360,000 | AID 651999, 2013;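 active means pattern-corrected inhibition above about 35%, with an unprinted fluorescence ratio check between 0.5 and 1.5, limit read from the data, passing the limit was not always enough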;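 further: 0% = enzyme with substrate and 100% = substrate without enzyme; some results filed as inactive read as strong as hits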
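Assay system: Purified human Csn5 enzyme expressed in HEK293T cells | Amount: Enzyme 0.24 nM | Measured by: Fluorescence polarization readout | Medium: Tris/NaCl/DTT buffer, pH 7.5 | Compound dosing: One concentration, 12.5 µM, 0.25% DMSO | Times: 90 min incubation of compound, enzyme and substrate at room temperature | Control set: no-enzyme wells high, enzyme-with-substrate wells low | Read-out: % inhibition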
DNMT1 block: human DNMT1 methyltransferase inhibitors, primary screen, biochemical, molecular beacon, fluorescence, HinP1I cleavage, uHTS. DNA (cytosine-5)-methyltransferase 1 (Homo sapiens), P26358. inhibition (reported as % activation of signal), % at 10 µM. hit rate 0.83% among 360,000; in the data active means inhibition above about 50%
LMPTP block: LMPTP phosphatase inhibitors, primary screen, biochemical, fluorescence intensity, uHTS. Low molecular weight phosphotyrosine protein phosphatase (Homo sapiens), P24666. recombinant LMPTP-A, OMFP fluorogenic substrate. inhibition, % at 20 µM. hit rate 0.22% among 360,000;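 active means compounds that cut the enzyme signal by at least half of the control window in the single-dose screen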;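 further: plate controls were DMSO wells with enzyme plus substrate for no effect and substrate without enzyme for full effect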
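Buffer or medium: Bis-Tris pH 6.0, DTT, detergent; Assay system: LMPTP-A enzyme; Quantity: 0.625 nM enzyme; Detection: endpoint fluorescence intensity; Times: 50 min dark incubation at room temperature; Controls: substrate-only low control, DMSO enzyme-plus-substrate high control; Doses: single 20 µM dose; Read-out: percent inhibition versus substrate-only and uninhibited controls; Reagent: 400 µM OMFP.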
Neddyl block: inhibitors of cullin neddylation, primary screen, biochemical, TR-FRET, uHTS, NAE and Ubc12 | calls only at 25 µM | hit rate 0.58% among 360,000 | NEDD8-conjugating enzyme Ubc12 (Homo sapiens) + NEDD8-activating enzyme E1 regulatory … | AID 651699, 2012; in the data active means inhibition above about 36%
Target sequence (P61081 whole entry, looked up): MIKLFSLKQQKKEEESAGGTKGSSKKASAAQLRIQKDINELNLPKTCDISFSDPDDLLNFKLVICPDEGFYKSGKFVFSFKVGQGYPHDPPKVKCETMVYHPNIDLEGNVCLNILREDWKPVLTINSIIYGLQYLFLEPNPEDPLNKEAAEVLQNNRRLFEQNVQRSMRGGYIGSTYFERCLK
Target sequence (Q13564 whole entry, looked up): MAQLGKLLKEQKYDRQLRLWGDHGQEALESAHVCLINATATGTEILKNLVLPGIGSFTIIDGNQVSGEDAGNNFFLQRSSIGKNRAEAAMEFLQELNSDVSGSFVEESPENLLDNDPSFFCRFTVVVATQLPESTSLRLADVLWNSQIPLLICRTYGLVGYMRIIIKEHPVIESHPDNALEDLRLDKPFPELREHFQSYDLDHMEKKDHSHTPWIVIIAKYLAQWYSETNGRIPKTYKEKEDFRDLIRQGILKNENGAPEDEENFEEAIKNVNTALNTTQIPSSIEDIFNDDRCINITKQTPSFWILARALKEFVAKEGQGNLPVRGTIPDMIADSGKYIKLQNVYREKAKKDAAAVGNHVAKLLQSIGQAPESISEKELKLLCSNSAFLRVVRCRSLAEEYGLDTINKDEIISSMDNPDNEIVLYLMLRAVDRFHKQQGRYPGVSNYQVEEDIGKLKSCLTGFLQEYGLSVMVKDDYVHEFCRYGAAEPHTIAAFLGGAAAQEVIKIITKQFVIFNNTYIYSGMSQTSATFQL
Rin1 Abl inh: inhibitors of Rin1-Abl protein binding, primary screen, biochemical, TR-FRET. hit rate 0.4% among 360,000. inhibition, % at 7.35 µM. Tyrosine-protein kinase ABL1 (Homo sapiens) + Ras and Rab interactor 1 (Homo sapiens), …; in the data active means inhibition above about 5%, passing the limit was not always enough
NadD block: inhibitors of S. aureus NadD, primary screen, biochemical, colorimetric, uHTS; Nicotinate-nucleotide adenylyltransferase NadD (Staphylococcus aureus N315); purified NadD enzyme, colorimetric absorbance read-out; inhibition, % at 20 µM; hit rate 0.78% among 360,000; AID 602399, 2012; in the data active means inhibition above about 26%; further: some compounds past the cut are filed as inactive
Scp-1 inhibitor: Scp-1 phosphatase inhibitors, primary screen, biochemical, colorimetric, uHTS. inhibition, % at 20 µM. Recombinant Scp1, phosphopeptide, malachite green phosphate absorbance. Carboxy-terminal domain RNA polymerase II polypeptide A small phosphatase 1 (Homo …. hit rate 0.88% among 340,000;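 active means inhibition above about 50% at 20 µM, limit read from the data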;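 further: plate controls were DMSO wells with enzyme for no effect and wells lacking enzyme for full effect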
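Material: truncated SCP-1 phosphatase (76-261aa) / Buffer or medium: 50 mM Tris acetate pH 5.5, 0.005% Tween-20, 10 mM MgCl2 / Compound dosing: one concentration, 20 µM, with 1.0% DMSO / Incubation: 45 min room-temperature reaction, 5 min colour, 30 min stabiliser / Detection: colorimetric free-phosphate detection, absorbance 630 nm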
STEP block: STEP phosphatase inhibitors, primary screen, biochemical, fluorescence intensity, uHTS | Tyrosine-protein phosphatase non-receptor type 5 (Homo sapiens), P54829 | recombinant STEP, OMFP fluorogenic substrate | inhibition, % at 20 µM | hit rate 0.25% among 360,000;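 active means inhibition at 20 µM, scaled per plate between control wells, above about 37%, limit read from the data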;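 further: 0% = DMSO with enzyme and substrate and 100% = substrate only without enzyme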
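System: isolated STEP enzyme; schedule: 20 min enzyme reaction at room temperature, protected from light; medium: Bis-Tris buffer pH 6.0, 2.5 mM DTT, 0.005% Tween 20; signal: fluorescence, 480/540 nm; dosing: single compound dose of 20 µM, 1% DMSO final; also added: OMFP substrate, 25 µM final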
* = called active by the depositor; i = inactive; . = not tested or not shown.

SMILES	SUMO1 PPI mod	Rpn11 block	CSN deneddyl inh	DNMT1 block	LMPTP block	Neddyl block	Rin1 Abl inh	NadD block	Scp-1 inhibitor	STEP block
CCOC(=O)C1(CC2CCCCO2)CCN(Cc2cccnc2)CC1 (stereo not drawn)	12	i	0	-5	-0.7	i	3	-2	9	2
COc1cc(C(=O)N2CCCc3ccccc32)cc(OC)c1OC	-3	i	-1	1	-2.1	i	-2	0	-19	0
C#CCNC(=O)C1=C[C@H](c2coc3ccccc3c2=O)C[C@H](OCc2ccc(CO)cc2)O1	4	i	-6	-3	0.0	i	2	-3	-3	0
COc1ccc(CNC(=O)CN(C(=O)c2csnn2)c2ccc(F)cc2)cc1	-3	i	-2	1	-1.1	i	0	-3	4	4
Cn1c(SCCOc2cccc(Cl)c2)nnc1-c1ccncc1	0	i	-1	-2	-0.8	i	0	-4	1	-1
CCOC(=O)C1(Cc2cccc(OC)c2)CCN(C2CCOCC2)CC1	2	i	4	4	-0.1	i	0	1	-5	0
COc1ccc(CCNC(=O)C23CN(Cc4ccccc4)CC2C(c2cccc([N+](=O)[O-])c2)=NO3)cc1 (stereo not drawn)	-20	i	-3	-1	1.4	i	1	-7	1	2
Cc1onc(-c2c(Cl)cccc2Cl)c1C(=O)Nc1c(C)n(C)n(-c2ccccc2)c1=O	2	i	-4	-2	-0.5	i	4	1	-7	-4
Cc1cc(=O)oc2cc(NC(=O)COc3ccccc3[N+](=O)[O-])ccc12	31	i	71*	72*	5.3	i	1	-2	40	10
Cc1ccc(S(=O)(=O)N2CCN(C(=O)COC(=O)CNC(=O)c3ccc(Cl)cc3Cl)CC2)cc1	2	i	-2	2	-1.1	i	-2	0	-1	-1
CCOc1ccccc1CNC(=O)CNC(=O)c1cccs1	3	i	0	2	-0.5	i	1	2	-11	1
CC1=Nn2c(nnc2-c2ccccc2Cl)SC1	1	i	3	4	-1.4	i	2	4	-4	-1

Exported with two lines to a compound: entries from further up.
Values in the order: SUMO1 PPI mod | Rpn11 block | CSN deneddyl inh | DNMT1 block | LMPTP block | Neddyl block | Rin1 Abl inh | NadD block | Scp-1 inhibitor | STEP block
Cn1c(SCCOc2cccc(Cl)c2)nnc1-c1ccncc1
    0 | i | -1 | -2 | -0.8 | i | 0 | -4 | 1 | -1
CCOC(=O)C1(Cc2cccc(OC)c2)CCN(C2CCOCC2)CC1
    2 | i | 4 | 4 | -0.1 | i | 0 | 1 | -5 | 0
COc1ccc(CCNC(=O)C23CN(Cc4ccccc4)CC2C(c2cccc([N+](=O)[O-])c2)=NO3)cc1 (stereo not drawn)
    -20 | i | -3 | -1 | 1.4 | i | 1 | -7 | 1 | 2
Cc1onc(-c2c(Cl)cccc2Cl)c1C(=O)Nc1c(C)n(C)n(-c2ccccc2)c1=O
    2 | i | -4 | -2 | -0.5 | i | 4 | 1 | -7 | -4
Cc1cc(=O)oc2cc(NC(=O)COc3ccccc3[N+](=O)[O-])ccc12
    31 | i | 71* | 72* | 5.3 | i | 1 | -2 | 40 | 10
Cc1ccc(S(=O)(=O)N2CCN(C(=O)COC(=O)CNC(=O)c3ccc(Cl)cc3Cl)CC2)cc1
    2 | i | -2 | 2 | -1.1 | i | -2 | 0 | -1 | -1
CCOc1ccccc1CNC(=O)CNC(=O)c1cccs1
    3 | i | 0 | 2 | -0.5 | i | 1 | 2 | -11 | 1
CC1=Nn2c(nnc2-c2ccccc2Cl)SC1
    1 | i | 3 | 4 | -1.4 | i | 2 | 4 | -4 | -1

(list continues)
SMILES	SUMO1 PPI mod	Rpn11 block	CSN deneddyl inh	DNMT1 block	LMPTP block	Neddyl block	Rin1 Abl inh	NadD block	Scp-1 inhibitor	STEP block
Cn1c(O)c(N=NC(=N)N)c2ccccc21	-15	i	4	2	0.9	i	-8	2	-11	3
CS(=O)(=O)N(Cc1ccccc1)c1ccc(C(=O)Nc2ccccc2C(=O)O)cc1	0	i	1	-5	-1.2	i	-3	4	-9	0
COC(=O)C(Cc1ccc(OC(=O)c2ccccc2C)cc1)N1Cc2ccccc2C1=O (stereo not drawn)	1	i	6	-7	4.4	i	-2	-4	-14	3
Cc1ccc(Cn2nnc3c(=O)n(CC(=O)c4ccccc4)cnc32)cc1	0	i	2	3	-0.5	i	-3	5	-1	-2
CC1(C)CC(=O)C=C(Nc2ccccn2)C1	-2	i	-6	5	-0.4	i	1	0	-4	0
CCC(NC(=O)CCC(=O)N1CCN(S(=O)(=O)c2ccc(C)cc2)CC1)c1ccc(C)cc1 (stereo not drawn)	-19	i	7	0	-6.6	i	2	8	-2	-1
COc1ccc(N2C3=[N+](CC2(C)O)c2ccccc2CC3)cc1 (stereo not drawn)	-3	i	-2	1	-0.9	i	-4	-4	-4	-3
c1ccc(CSc2nnc(Cc3ccccc3)o2)cc1	1	i	4	-1	-0.6	i	3	-5	-6	1
CC(C)CNC(=O)C1(C)CCCCCN1C(=O)c1cc(C#N)cs1 (stereo not drawn)	-1	i	0	4	-1.1	i	2	-1	.	-2
O=C1[C@H]2[C@@H](c3ccc(F)cc3)N3C(=O)N(c4ccccc4)C(=O)[C@@]3(Cc3ccccc3)[C@H]2C(=O)N1C1CCCCC1	7	i	-3	-10	0.8	i	-1	1	-15	0
O=C(CSc1ccccc1F)NC(=O)c1ccc(Cl)cc1	7	i	-1	1	-0.4	i	0	-4	-13	-3
COc1cc(OC)cc(-c2nc3ccccc3c(=O)n2NC(=O)c2cccnc2Cl)c1	7	i	-3	-2	-0.2	i	2	-4	-6	-2
O=C(Nc1ccccc1)c1cccc(S(=O)(=O)Nc2ccccn2)c1	5	i	5	2	-0.6	i	0	0	7	6
Cc1nc2c(C(=O)Nc3ccc(N4CCCC(O)C4)cc3)snc2c(=O)[nH]1 (stereo not drawn)	3	i	1	2	8.7	i	-13	6	2	1
Cc1cc(CN(C)C(=O)CC2C(=O)NCCN2Cc2c(F)cccc2Cl)n[nH]1 (stereo not drawn)	-5	i	-1	-2	-0.4	i	0	-1	-3	2
COc1cccc(CC(=O)N2CCC(CCC(=O)Nc3cccc(OC)c3)CC2)c1	1	i	-1	1	-0.9	i	-1	-12	-5	-4
C=C(C)C1CC=C(C)/C(=N/NC(=O)CCCNc2cccc(C)c2)C1 (stereo not drawn)	-1	i	2	-3	0.1	i	-1	2	-8	-1
CCOC(=O)CN(Cc1ccc(OC)c(OC)c1)S(=O)(=O)c1ccc(OC)cc1	-4	i	5	-1	2.0	i	1	4	-12	-2
C[N+]1=C2CCCCCN2C(O)(c2ccccc2)C1 (stereo not drawn)	1	i	-3	3	-2.1	i	1	16	96*	-3
Cc1noc(C)c1-c1nc(CS(=O)(=O)c2ccc(Cl)cc2)no1	0	i	-2	0	1.8	i	1	-2	-7	1
Cc1ccc(C2(C)NC(=O)N(CC(=O)Nc3cccnc3Cl)C2=O)cc1 (stereo not drawn)	8	i	-4	1	0.6	i	3	-2	9	1
CC(C)(C)c1ccc(C(=O)CC(Sc2ccc(Cl)cc2)C(=O)O)cc1 (stereo not drawn)	0	i	5	4	-0.5	i	4	13	-8	-4
COc1ccc(C2CC(C(F)(F)F)n3nc(C(N)=O)c(Cl)c3N2)cc1OC (stereo not drawn)	0	i	-2	2	-0.3	i	1	5	-5	1
C[C@H](CO)N1C[C@H](C)[C@@H](CN(C)S(=O)(=O)c2ccccc2)Oc2c(NC(=O)Cc3ccccc3)cccc2C1=O	2	i	-2	3	-1.4	i	1	6	-6	3
Cc1sc2nc(CN3CCCC3)nc(N3CCN(S(=O)(=O)c4cccc(F)c4)CC3)c2c1C	-14	.	5	14	12	i	-3	30*	-3	3
O=C(COC(=O)[C@@H]1CCCN1S(=O)(=O)c1ccc(Cl)cc1)NC12CC3CC(CC(C3)C1)C2	5	i	-4	-7	1.9	i	-2	-2	-12	2
Cc1cc(C)nc(N/C(=N/S(=O)(=O)Cc2ccccc2)Nc2ccccc2)n1	-3	i	-2	0	-1.7	i	-4	1	-1	0
CN(C)c1ccc(/C=N/NC(=O)c2ccc(Cl)cc2)cc1	-2	i	-2	11	0.5	.	-2	-2	0	4
Cc1c(F)cccc1NS(=O)(=O)c1ccccc1C#N	-2	i	0	-1	-1.0	i	1	-1	0	2
CC(C)CC(NC(=O)C(Cc1ccc(OCc2ccccc2)cc1)NC(=O)OC(C)(C)C)C(N)=O (stereo not drawn)	0	i	3	0	-1.3	i	0	2	-10	1
CCOC(=O)C(C(=O)Nc1cccc(C)n1)C1CCCCC1 (stereo not drawn)	0	i	-1	4	-2.8	i	2	-7	2	1
NC(=O)SCC(=O)Nc1ccc(Cl)cc1	-2	i	-1	-3	2.7	i	-1	-2	-10	-3
Cc1cc(S(=O)(=O)NCCc2ccncc2)cc(C)c1F	0	i	-1	0	-1.9	i	-2	2	-10	-3
COc1ccc(OCC(=O)N/N=C(\C)c2ccc(-n3ccnc3)cc2)cc1	-3	i	-1	-6	-2.3	i	0	-6	27	0
COc1ccc(C)cc1S(=O)(=O)Nc1cc2c3c(c1)CC(=O)N3CCC2	0	i	-1	-3	0.3	i	3	3	-1	0
c1ccc(-c2ccc3ccccc3n2)cc1	5	i	4	-3	0.4	i	-2	3	-1	2
COc1ccccc1CN(C)C(=O)c1cccc(S(=O)(=O)N2CCCC2)c1	4	i	1	7	0.1	i	1	-1	4	0
COc1ccc(C)cc1S(=O)(=O)N1c2ccccc2CC1C (stereo not drawn)	-1	i	1	-2	-0.2	i	4	-9	-4	0
